Source: PubChem BioAssay
ROMK mod: modulators of human ROMK potassium channel. Tet-inducible ROMK, thallium flux fluorescence; actives lie on both sides. B-score at 10 µM. actives 2% (n = 130,000);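 active = signal ratio slope over the read window, or its plate-corrected B-score, at least 3 SD from the plate mean, either direction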;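 note: B-score of the F/F0 ratio slope over 7 to 12 s after thallium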
Target sequence (P48048 whole entry, looked up): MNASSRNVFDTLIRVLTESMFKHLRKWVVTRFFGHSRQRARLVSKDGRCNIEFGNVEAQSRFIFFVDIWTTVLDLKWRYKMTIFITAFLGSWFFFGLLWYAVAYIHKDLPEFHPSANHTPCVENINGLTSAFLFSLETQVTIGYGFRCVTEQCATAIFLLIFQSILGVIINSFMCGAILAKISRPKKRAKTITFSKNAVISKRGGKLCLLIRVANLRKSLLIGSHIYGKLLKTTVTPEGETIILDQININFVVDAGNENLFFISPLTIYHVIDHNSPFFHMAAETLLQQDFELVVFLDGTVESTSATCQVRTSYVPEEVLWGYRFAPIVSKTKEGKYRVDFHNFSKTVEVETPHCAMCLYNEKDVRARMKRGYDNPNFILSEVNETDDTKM
L major viab: inhibitors of Leishmania major promastigote growth; Leishmania major promastigotes, resazurin fluorescence viability; inhibition, % at 10 µM; actives 9% (n = 200,000); in the data active = inhibition above about 50%;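 note: promastigotes grown with compound for 44 hours at 28 °C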
bIAP inhibitor: intestinal alkaline phosphatase (bovine) inhibition. purified bovine IAP, CDP-star luminescence, 30 min. inhibition, % at 20 µM. 190,000 tested, under 10 active;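 active = over 50% inhibition of intestinal alkaline phosphatase at 20 µM in the single-dose screen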
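Incubation: 30 min reaction at room temperature / Material: purified bovine intestinal alkaline phosphatase (IAP) enzyme / Input: enzyme at 1/65,000,000 dilution / Dosing: 20 µM single dose / Signal: CDP-star luminescence signal / Reagent: CDP-star chemiluminescent phosphatase substrate, 30 µM final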
Redox H2O2 prof: compounds producing H2O2 with reducing agent – biochemical, NIH compound library profiling, artefact control for MLSCN library redox annotation, primary screen | DTT-dependent redox cycling H2O2, phenol red/HRP absorbance; 100% = 100 µM peroxide control, 0% = buffer | activation, % at 10 µM | actives 0.03% (n = 200,000) | AID 878;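 active = activation of at least 50% relative to the plate's high and low controls in the primary single-dose screen; inactive = activation below 50%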;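 note: compound incubated with DTT at 0.8 mM final as the reducing agent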
TLR4 MyD88 comp: TLR4-MyD88 interaction inhibition in cells; HeLa CL3-4 TLR4/MyD88 BLA complementation, FRET ratio; inhibition, % at 8.4 µM; actives 0.18% (n = 200,000); AID 861; in the data active = inhibition above about 25%;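 note: 0% = vehicle and 100% = reference inhibitor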
PPARg SRC1 recr: agonists of human PPARgamma SRC-1 coactivator recruitment | P37231 | PPARgamma-SRC-1 coactivator recruitment biochemical assay | activation, % at 8 µM | actives 0.41% (n = 200,000); in the data active = activation above about 19%;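 note: 0% = DMSO and 100% = reference agonist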
Target sequence (P37231 whole entry, looked up): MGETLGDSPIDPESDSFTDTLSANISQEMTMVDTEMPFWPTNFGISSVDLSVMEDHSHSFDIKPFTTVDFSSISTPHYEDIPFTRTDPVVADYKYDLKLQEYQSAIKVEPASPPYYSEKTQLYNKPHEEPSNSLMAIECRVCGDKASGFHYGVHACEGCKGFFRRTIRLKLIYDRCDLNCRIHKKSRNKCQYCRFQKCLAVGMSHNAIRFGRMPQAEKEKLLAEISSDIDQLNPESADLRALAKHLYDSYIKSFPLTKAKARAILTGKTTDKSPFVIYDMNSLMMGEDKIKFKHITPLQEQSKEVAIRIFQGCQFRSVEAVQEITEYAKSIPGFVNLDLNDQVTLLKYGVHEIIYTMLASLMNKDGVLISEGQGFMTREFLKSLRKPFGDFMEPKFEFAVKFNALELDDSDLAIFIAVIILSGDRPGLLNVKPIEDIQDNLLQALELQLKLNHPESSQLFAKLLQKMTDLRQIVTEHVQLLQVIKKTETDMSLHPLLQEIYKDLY
TR-FRET SRC-2 ct: counter-screen for PPARgamma SRC-2 recruitment agonists: TR-FRET artefact; active compounds read high; TR-FRET ratio at 8 µM; actives 0.4% (n = 200,000); AID 1049; in the data active = TR-FRET ratio above about 2000; note: inactives centre near 1500; reference of the scale not given here
S1P3 antagonist: antagonists of human S1P3 receptor. AID 485. inhibition, % at 4.98 µM. actives 0.27% (n = 170,000). Q99500. CHO S1P3 NFAT-BLA reporter, FRET fluorescence, antagonist mode;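 active = inhibition above the plate cutoff, the mean inhibition of test wells on that plate plus 3 SD, cut at about 28% in these data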;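 note: cells challenged with S1P at its EC80 of 0.8 µM; blue over green emission ratio from cleaved BLA substrate after 4 h stimulation; 0% = S1P-stimulated wells and 100% = unstimulated DMSO-only wells; some compounds past the cut are filed as inactive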
PPARg SRC-2 ag: PPARgamma-driven SRC-2 recruitment agonism; P37231; PPARgamma LBD-SRC-2 recruitment, biochemical; activation, % at 8 µM; actives 0.34% (n = 200,000); in the data active = activation above about 22%;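 note: 0% = vehicle and 100% = reference agonist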
bIAP act: intestinal alkaline phosphatase (bovine) activation; actives 0.17% (n = 200,000); AID 1016; activation factor at 20 µM; purified bovine IAP, CDP-star luminescence, 30 min; active compounds read high; fold of DMSO-control signal, blank-subtracted;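 active = activation factor of 2 or more at 20 µM, a signal rise over negative controls twice the positive control's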
PPARg SRC3 recr: PPARgamma-driven SRC-3 recruitment agonism; actives 0.26% (n = 200,000); activation, % at 8 µM; P37231; AID 731; biochemical PPARgamma/SRC-3 coactivator recruitment assay; in the data active = activation above about 23%;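 note: 0% = DMSO and 100% = reference agonist; some compounds past the cut are filed as inactive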
Numbers without * were called inactive; . = no result given; & = joins results of further samples.

SMILES	ROMK mod	L major viab	bIAP inhibitor	Redox H2O2 prof	TLR4 MyD88 comp	PPARg SRC1 recr	TR-FRET SRC-2 ct	S1P3 antagonist	PPARg SRC-2 ag	bIAP act	PPARg SRC3 recr
CC1CCc2c(nc3ncnn3c2N2CC(C)OC(C)C2)C1 (stereo not given)	.	0	9	1.6	-16	-9	1620	-25	1	0.9	2
Cn1c(CCNC(=O)c2ccco2)nc2cc(NC(=O)C3CCCCC3)ccc21	.	-6	12	2.7	-2	-2	1487	0	9	0.9	-7
C=CCn1c(=O)c2ccccc2n2c(SCC(=O)/C(C#N)=C(\C)N)nnc12	.	4	8	1.8	8	3	1584	-24	6	0.9	-1
CCC(=O)Nc1ccc(NC(=O)c2ccco2)cc1	0.08	-3	10	1.9	-9	3	1502	.	-5	0.9	-5
Cc1ccc(N=Nc2c(N)nn(-c3ccccc3)c2N)cc1	2	15	5	-0.1	-8	14	1422	5	10	1	4
Cc1cnc(Sc2ncccc2[N+](=O)[O-])nc1	.	-2	.	0.7	-5	1	1620	.	2	.	9
CCC(=O)Nc1nc(-c2ccccc2)nc(SC)c1C(C)=O	-1.3	3	5	-0.8	-33	11	1545	1	12	0.9	4
Cc1ccc(CSc2nnc(NC(=O)C3COc4ccccc4O3)s2)cc1 (stereo not given)	1.4	-3	8	-4.9	0	3	1280	.	-8	0.9	2
CCCc1nnc(NC(=O)c2cc3ccccc3oc2=O)s1	0.33	1	-2	0.0	11	5	1475	.	9	1	-3
O=C(N/N=C/c1cc(Cl)cc([N+](=O)[O-])c1O)NC12CC3CC(CC(C3)C1)C2	0.8	0	-5	-0.3	-25	-1	1597	-8	3	1	0
COC(=O)c1nn(-c2ccc(OC)cc2)c(=O)cc1NN	0.11	0	4	-1.1	5	-6	1356	-9	0	1	-1
CN(C)CC(=O)c1c[nH]c2ccccc12	.	-5	4	1.8	15	6	1453	.	8	1	5
CCOc1ccc(NC(=O)CCNS(=O)(=O)c2ccc3c(c2)CCC(=O)N3)cc1	0.71	-5	13	0.0	-7	3	1816	3	3	0.9	-4
Cc1cc(NS(=O)(=O)c2ccc(NC(=S)NC(=O)c3ccc(Br)cc3)cc2)no1	1.4	-13	-3	-0.3	-1	1	1528	-33	15	1	1
CN1CCC(N(C)C(=O)c2cc(=O)c3ccccc3o2)CC1	0.016	-4	1	-0.8	3	7	1841	-7	11	1	2
O=C(NC1=NCCS1)C1Cc2ccccc2CN1C(=O)c1ccccc1 (stereo not given)	.	1	-26	-0.8	-6	-6	1741	2	-4	1.3	5
CCN(CC)C(=O)CSc1nc2cccnc2n1-c1ccccc1OC	.	19	-5	1.9	-21	-8	1436	10	1	1.1	-11
CCC(=O)Nc1ccc(NC(=O)CSc2nnc(-c3ccc(O)cc3)n2CC2CCCO2)cc1 (stereo not given)	0.62	-4	3	-0.4	-2	12	1406	-21	3	1	-1
Cc1ccc(NC(=S)NCc2ccc3c(c2)cc(C)n3C)c(C)c1	-0.35	29	-12	-0.5	-2	0	1633	-4	4	1.1	-1
O=C(O)CCCC(=O)N1CCCC1	0.34	-3	7	-0.4	10	2	1588	13	5	0.9	-2
Cc1cc2c(cc(C(=O)OC(C(=O)NCc3ccco3)C(C)C)n2C)o1 (stereo not given)	.	99*	-6	2.1	-2	-4	1764	-28	10	1.1	1
COC(=O)c1sc2nc3c(cc2c1N)CCCC3	-0.18	-1	3	-0.4	3	5	1668	3	-5	1	4
Cc1ccc(NC(=O)C(=O)NCC2CCCO2)cc1C (stereo not given)	0.44	0	-12	-2.0	4	6	1482	-13	-1	1.1	-2
CN(C)c1ccc(/C=N/NC(=O)c2cccc(C(=O)N/N=C/c3ccc(N(C)C)cc3)n2)cc1	0.83	-6	2	0.8	-3	9	1760	-19	8	1	3
CCn1c(SCC(=O)Nc2cc(C)ccc2C)nc2c(c1=O)SC(C)C2 (stereo not given)	.	-11	12	-0.7	2	2	1628	16	7	0.9	7
CCSc1nc(C)cc(Oc2ccc(=O)n(C)n2)n1	.	-4	-4	-1.2	-12	10	1491	-36	4	1	8
C=CCn1c(SCCN2CCCC2)nc2c([nH]c3ccccc32)c1=O	.	31	8	-0.9	3	4	1368	11	-9	0.9	0
COC(=O)c1[nH]c2ccccc2c1NC(=O)CN1CCN(c2cccc(OC)c2)C(C)C1 (stereo not given)	.	8	0	2.3	0	0	1354	13	-5	1	-5
Oc1ccccc1C1=Nc2ccccc2N=C(c2ccco2)C1	.	-1	9	2.3	0	-1	1542	0	0	0.9	1
Cc1ccc2c(CC(=O)OCc3cc(=O)n4c(n3)sc3ccccc34)coc2c1	.	-6	-1	2.5	0	2	1363	.	1	1	-2
CC(=O)N1CCN(c2ccccc2NC(=O)COc2ccc(Cl)cc2Cl)CC1	0.1	40	1	-1.1	11	2	1572	6	-2	1	2
C=CCc1cccc2cc(C(=O)Nc3ccc(NC(C)=O)cc3)c(=O)oc12	-0.019	-7	-4	12	8	7	1659	1	1	1	6
O=C(NC(=S)Nn1cnnc1)c1ccccc1Cl	0.47	-1	-2	-0.3	1	2	1614	1	8	1	-1
CCn1nnnc1SCC(=O)N(C1CCCCC1)C1CCCCC1	.	3	-11	-1.0	0	8	1704	10	8	1.1	-5
Cc1nc2ccc(NC(=O)c3ccco3)cc2s1	0.71	-5	6	0.1	-2	5	1665	-1	5	0.9	4
O=C(NCc1cccnc1)c1ccc(COc2ccccc2Cl)cc1	-0.27	1	2	-0.6	4	-8	1449	-7	1	1	2
OC(CCN1CCOCC1)(c1ccc(Cl)cc1)C1CCCCC1 (stereo not given)	.	18	1	3.6	-2	4	1492	-4	7	1	4
CCS(=O)(=O)N1CCC(C(=O)NCCc2ccc(OC)c(OC)c2)CC1	.	-4	3	-3.2	-10	4	1604	-29	9	1	13
O=C1CCCC2=C1C(c1cccs1)n1nc(SCc3ccccc3F)nc1N2 (stereo not given)	.	91*	22	2.9	-12	0	1561	.	4	0.8	3
COc1ccc(CNCCC(c2ccc(OC(C)C)cc2)C(C)C)cc1OC (stereo not given)	-1.9	98*	-11	-4.1	5	-1	1340	.	2	1.1	-9
N#Cc1ccc(N2Cc3ccccc3C2=NC(=O)c2cccnc2Cl)cc1	-1.5	-3	2	-0.1	-7	5	1490	-27	13	1	1
C=CCSc1nc2c(c(=O)n(C)c(=O)n2C)n1CC	.	-3	11	1.8	-2	3	1602	-21	2	0.9	1
Cc1onc(-c2ccccc2Cl)c1C(=O)NNC(=O)C1CCN(Cc2ccccc2)CC1	-0.0051	-12	-8	-1.6	11	-1	1382	-16	-4	1.1	-1
O=C(CN1CCOCC1)N1CCN(S(=O)(=O)c2ccccc2)C1c1ccccc1 (stereo not given)	.	1	4	0.1	8	6	1568	6	5	1	-4
O=C(Nc1ccc(SC(F)F)cc1)c1cccc2nc3ccccc3nc12	.	-3	10	3.1	-10	3	1479	.	-1	0.9	-1
CCOc1ccccc1N(CC(=O)N1CCOCC1)S(=O)(=O)c1ccc(SC)cc1	-7.4*	-9	0	0.5	5	7	1333	-5	4	1	6
C=CCn1c(CC#N)nnc1N1CCOCC1	.	-1	0	-0.2	4	-5	1510	-21	1	1	-6
CCSc1oc(-c2ccco2)nc1S(=O)(=O)c1ccccc1	.	6	4	2.1	7	8	1687	.	12	1	6
CCc1cc(=O)oc2cc(OC(C)C(=O)O)c(Cl)cc12 (stereo not given)	.	-6	8	-2.2	11	2	1437	-28	0	0.9	-3
O=C(CN(Cc1ccccc1F)C(=O)c1ccco1)NCc1ccc(F)cc1	-0.5	-2	0	0.6	4	3	1464	-22	-8	1	11
Cn1c(=N)n(CC(O)c2cccc3ccccc23)c2ccccc21 (stereo not given)	.	102*	-4	1.6	-1	-4	1595	3	-8	1	11
CC(=O)OCc1cc2cc(C)ccc2[nH]c1=O	0.067	-2	8	1.2	-2	9	1648	-7	7	0.9	3
CN1C(C(=O)Nc2ccccn2)=C(O)c2ccccc2S1(=O)=O	2	-3	13&-12	0.4	-9	0&2	1503&1647	-16&-9	4&5	0.9&1.1	0&2
Cc1ccc(OCCNC(=O)C2CC(=O)N(c3ccc(C)cc3)C2)cc1 (stereo not given)	.	2	3	0.4	-6	5	1583	.	5	1	-11
CC1CCCCC1NC(=O)COC(=O)c1ccccn1 (stereo not given)	.	0	5	1.1	3	13	1512	.	1	0.9	8
O=C(Cn1cnc2c(nnn2Cc2ccccc2F)c1=O)N1CCN(c2ccccc2)CC1	-0.54	5	11	0.9	3	-4	1480	3	1	0.9	2
COC(=O)Cc1c(O)ccn(Cc2ccc(Cl)c(Cl)c2)c1=O	0.28	2	5	-1.5	1	-5	1322	-18	-3	0.9	-10
CCCCCC(=O)Nc1ccc2oc(-c3ccncc3)nc2c1	-0.03	96*	14	-0.2	-4	-2	1488	7	10	0.9	6
CC(=O)NCCc1nc2ccccc2[nH]1	.	-6	16	-0.9	9	-6	1474	-35	12	0.8	1
COc1ccc(CNc2nc(NCc3ccc(OC)cc3)n(S(C)(=O)=O)n2)cc1	.	-4	-4	1.0	-12	3	1530	-17	0	1	-6

Remaining list, next part.
SMILES	ROMK mod	L major viab	bIAP inhibitor	Redox H2O2 prof	TLR4 MyD88 comp	PPARg SRC1 recr	TR-FRET SRC-2 ct	S1P3 antagonist	PPARg SRC-2 ag	bIAP act	PPARg SRC3 recr
COCC(=O)Nc1c(C(=O)Nc2ccccc2OC)oc2ccccc12	.	2	6	1.8	-3	-1	1422	-15	0	0.9	5
CN(CCCCN1CCOCC1)Cc1nc(-c2ccc3c(c2)OCO3)no1	0.48	3	-3	-1.2	4	2	1596	5	0	1	3
Cc1ccc(C(=O)NC(C)C(c2cccs2)N2CCCC2)s1 (stereo not given)	-3.6*	1	0	0.1	13	6	1624	-13	9	1	5
CC1(C)C(=O)Nc2ccccc2N1C(=O)CSc1ncccn1	-1	-2	-4	-2.5	2	-7	1483	-28	4	1	2
Cc1c(Cl)cccc1S(=O)(=O)N1CCC(C(=O)NNC(=O)C2CC2)CC1	-0.67	-5	-20	-1.1	-4	-3	1542	-4	-1	1.2	2
O=C1Cc2cc(CCN3CCN(c4nsc5ccccc45)CC3)c(Cl)cc2N1	.	.	31	.	.	3	1522	-5	3	0.7	-1
CCCc1nc2n[nH]c(N)c2c2c1CCC2	.	-7	10	-2.8	-4	12	1650	.	3	0.9	-4

Entries of single compounds, looked up by structure:
`O=C1Cc2cc(CCN3CCN(c4nsc5ccccc45)CC3)c(Cl)cc2N1` as listed: ROMK mod = .; L major viab = .; bIAP inhibitor = 31; Redox H2O2 prof = .; TLR4 MyD88 comp = .; PPARg SRC1 recr = 3; TR-FRET SRC-2 ct = 1522; S1P3 antagonist = -5; PPARg SRC-2 ag = 3; bIAP act = 0.7; PPARg SRC3 recr = -1
`CCCc1nc2n[nH]c(N)c2c2c1CCC2` as listed: ROMK mod = .; L major viab = -7; bIAP inhibitor = 10; Redox H2O2 prof = -2.8; TLR4 MyD88 comp = -4; PPARg SRC1 recr = 12; TR-FRET SRC-2 ct = 1650; S1P3 antagonist = .; PPARg SRC-2 ag = 3; bIAP act = 0.9; PPARg SRC3 recr = -4
